AMA1-RON2 inh = AMA1-RON2 (P. falciparum) interaction inhibition. AlphaScreen AMA1-biotinylated RON2 peptide binding. Potency, µM (series often up to 58.2 µM), without a hit: top-dose activity change, negative = inhibition, actives largely listed as inhibitors. 0.2% of 360,000 active. AID 720542;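 note: potency is the fitted concentration of half-maximal effect; 0% = vehicle wells and -100% = peptide control; nearly all actives have a fitted effect of over 45% in size; some results filed as inactive show a strong effect at the top dose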
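AMA1 (3D7) with his tag at 25 nM final met compounds first, then biotinylated RON2 peptide at 25 nM; detection used donor plus acceptor beads, 10 µg/mL apiece, read by AlphaScreen after 30 min at room temperature.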
Sm TGR inh = S. mansoni TGR enzyme inhibition | purified TGR, DTNB reduction, TNB absorbance 405 nm | Potency, µM (highest dose often 114 µM), without a hit: at the top dose activity change, negative = inhibition, usual class: inhibitors | 3% of 360,000 active; note: potency is the fitted concentration of half-maximal effect; nearly all actives have a fitted effect of over 60% in size
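TGR 20 nM + NADPH 100 uM (dispensed conc.), cpd preinc 15 min RT; start with NADPH (500 uM addition) then DTNB (15 mM addition). Kinetic TNB absorbance, 405 nm filter. Four-parameter Hill fit across titration.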
AmpC detergent = inhibitors of E. coli AmpC beta-lactamase with detergent; Potency, µM (highest dose often 114 µM), for the others: at the top dose activity change, negative = inhibition, actives largely listed as inhibitors; AmpC hydrolysis of nitrocefin, absorbance 480 nm, 0.01% Triton; AID 485294; 0.041% of 370,000 active; P00811;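 note: potency is the fitted concentration of half-maximal effect; 0% = no-compound wells and -100% = no-enzyme wells; nearly all actives have a fitted effect of over 25% in size; some results filed as inactive show a strong effect at the top dose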
Target sequence (P00811 whole entry, looked up): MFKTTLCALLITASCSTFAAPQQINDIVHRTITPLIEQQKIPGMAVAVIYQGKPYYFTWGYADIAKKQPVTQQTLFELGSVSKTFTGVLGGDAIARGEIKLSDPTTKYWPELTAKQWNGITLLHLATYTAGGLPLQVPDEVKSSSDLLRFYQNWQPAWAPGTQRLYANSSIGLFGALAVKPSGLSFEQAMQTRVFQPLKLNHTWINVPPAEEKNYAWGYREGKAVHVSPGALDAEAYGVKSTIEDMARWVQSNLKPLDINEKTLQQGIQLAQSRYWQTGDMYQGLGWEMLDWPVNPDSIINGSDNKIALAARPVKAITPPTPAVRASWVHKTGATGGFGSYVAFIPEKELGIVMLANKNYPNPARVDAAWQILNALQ
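20 mM phosphate pH 7.0 + 0.01% (detergent screen) or 0.0001% Triton X-100; 5.3 nM AmpC reagent; cpd preinc 15 min RT; nitrocefin (800 uM stock) to start; A480 q20 s × 4 min; Activity was normalised to no-enzyme and no-compound control wells.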
AmpC no deterg = inhibitors of E. coli AmpC beta-lactamase without detergent; Potency, µM (titrated, usually from 57.1 µM), inactives show at the highest dose activity change, negative = inhibition, actives largely listed as inhibitors; AmpC nitrocefin hydrolysis, absorbance 480 nm, 0.0001% Triton; 0.52% of 330,000 active; AID 485341; P00811;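 note: potency is the fitted concentration of half-maximal effect; plate controls were no compound for no effect and no enzyme for full effect; nearly all actives have a fitted effect of over 20% in size; some results filed as inactive show a strong effect at the top dose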
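AmpC (5.3 nM in the dispensed reagent) in 20 mM phosphate pH 7.0 with 0.01% (detergent screen) or 0.0001% Triton X-100 was preincubated with compounds for 15 min at room temperature. Nitrocefin was then added from an 800 uM solution, and hydrolysis was followed at 480 nm.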
HCMV antiviral = inhibitors of human cytomegalovirus; HFF cells, HCMV-luciferase reporter, 72 h; stronger effect = lower value; activity change, negative = inhibition, % at 57.5 µM; 4.5% of 410,000 active; AID 1259415; in the data active = activity change below about -60%; inconclusive = no clear call, values can overlap the other calls; inactive = above about -39%
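Two-dose cell screen: HFF monolayers treated with compounds and infected with luciferase-expressing HCMV at 1 PFU/cell, 72 h at 37C, then lysed for luciferase measurement.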
LmPK inh = inhibitors of Leishmania mexicana pyruvate kinase; purified LmPK, Kinase-Glo ATP luminescence, 1 h; Potency, µM (highest dose often 57.5 µM), without a hit: at the top dose activity change, negative = inhibition, hits mostly inhibitors; 0.37% of 290,000 active; note: potency is the fitted concentration of half-maximal effect
Target sequence (Q27686 whole entry, looked up): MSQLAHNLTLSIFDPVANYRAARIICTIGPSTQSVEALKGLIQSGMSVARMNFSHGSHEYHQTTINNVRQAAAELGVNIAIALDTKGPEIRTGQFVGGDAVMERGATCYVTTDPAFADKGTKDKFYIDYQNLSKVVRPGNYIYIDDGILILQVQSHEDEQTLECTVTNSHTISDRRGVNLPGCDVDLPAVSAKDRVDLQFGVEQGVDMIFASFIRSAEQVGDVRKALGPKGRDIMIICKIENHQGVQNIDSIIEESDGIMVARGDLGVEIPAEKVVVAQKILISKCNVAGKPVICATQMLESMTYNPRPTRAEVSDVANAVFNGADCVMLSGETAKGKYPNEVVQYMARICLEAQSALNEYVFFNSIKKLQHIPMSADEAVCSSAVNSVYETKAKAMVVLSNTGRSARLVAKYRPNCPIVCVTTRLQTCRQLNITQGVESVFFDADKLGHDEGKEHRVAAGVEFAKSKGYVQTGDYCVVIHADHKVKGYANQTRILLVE
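In 50 mM imidazole pH 7.2 with 7 mM MgCl2, LmPK (0.1 nM) turned over PEP (0.5 mM) and ADP (0.1 mM) for 1 h at room temperature. Luciferase read-out of ATP.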
TbPYK inhibitor = blocks Trypanosoma brucei pyruvate kinase; Q57TT1; TbPYK enzyme, Kinase-Glo Plus ATP luminescence, 45 min; Potency, µM (highest dose often 76.8 µM), inactives show at the highest dose activity, negative = inhibition, usual class: inhibitors; 0.12% of 410,000 active; note: potency is the fitted concentration of half-maximal effect; nearly all actives have a fitted effect of over 50% in size
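Screened from lowest to highest concentration, compounds were pinned into TbPYK/substrate mixtures, and ADP (130 uM final) was added. Plates sat at room temperature for 45 min prior to Kinase-Glo Plus detection by luminescence.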
Numbers without * were called inactive; ? = inconclusive; . = not tested or not shown; [ ] = remark or other dose. Unless noted, calls come from the whole dose curve; as a rule, active = well fitted curve in the direction sought with a large enough effect; inconclusive = small, poorly fitted or top-dose-only effect, or another doubt; inactive = no such curve, though single readings can be large; an effect the other way counts as inactive or inconclusive. Unless noted, % is set by controls: 0 for no effect and ±100 for the full control effect.

SMILES	AMA1-RON2 inh	Sm TGR inh	AmpC detergent	AmpC no deterg	HCMV antiviral	LmPK inh	TbPYK inhibitor
CC(C)c1ccc(NS(=O)(=O)c2ccc3[nH]cc(C(=O)NCCc4ccccc4)c(=O)c3c2)cc1	.	23%	6%	.	1	.	3%
COc1ccc(C2=NOC(Cn3nc(C(=O)NCc4cccc(C(F)(F)F)c4)cc3-c3ccccc3)C2)cc1 (stereo not given)	1%	0%	-13%	-35%	?	.	2%
Cc1oc(-c2ccccc2F)nc1CS(=O)(=O)CC(=O)N1CCc2ccccc21	2%	?	?	-10%	5	-1%	6%
CC(C)CCNC(=O)c1ccc(-c2ccccc2)cc1	.	.	7%	-14%	.	-2%	.
CCCCOC(=O)Nc1nnc(/C=C/c2ccc(OC)cc2)s1	6%	-5%	-22%	-20%	-8	1%	-7%
Cc1cc(C)n(-c2nc3c(c(=O)n(C)c(=O)n3C)n2C)n1	-2%	0%	-8%	-12%	-2	-1%	5%
O=C(O)C1C(c2ccccc2)C(C(=O)Oc2ccccc2)C1c1ccccc1 (stereo not given)	-10%	5%	2%	-26%	4	1%	5%
COc1ccc(Cn2c(=O)[nH]c3cc(C(=O)N4CCN(c5ccccn5)CC4)ccc3c2=O)cc1	4%	5%	6%	-24%	?	0%	-4%
CCCC(C)c1nnc(NC(=O)CCS(=O)(=O)Cc2ccccc2)s1 (stereo not given)	-3%	-29%	-12%	-20%	-32	-9%	-4%
CCNC(=S)N1CCN(CC(=O)Nc2ccc(OC)cc2)CC1	18%	6%	-9%	7%	-21	0%	-1%
CCOc1ccc(CN(C(=O)c2cccs2)C2CCS(=O)(=O)C2)cc1 (stereo not given)	-4%	2%	?	7%	21	3%	3%
CC(=O)NNc1cccc(Cl)n1	1%	?	9%	-23%	-12	-3%	4%
O=C(/C=C/c1ccccc1)N/C(=C\c1ccco1)C(=O)NCCO	42%[activator]	-28%	2%	-25%	29	-9%	-9%
Nc1c(O)ccc2c1C(=O)c1ccccc1C2=O	?	-18%	-7%	-24%	14	14µM*	?
COc1ccc(S(=O)(=O)N(C)CC(=O)N2CCC(C)CC2)cc1Cl	-1%	-20%	-4%	37%	-34	6%	3%
CCOC(=O)C1CCN(C(=O)c2ccc(OC3CCN(C(=O)COC)CC3)cc2)CC1	20%	-21%	-4%	9%	-16	-1%	1%
CC(=O)c1cccc(NC(=O)Nc2ccc(C)cc2)c1	3%	-9%	-1%	-14%	-7	-7%	-7%
Nc1ccccc1-c1ccc(Cl)cc1	-10%	.	.	.	-17	.	-6%
CC(C)C(NC(=O)c1ccccc1)c1nnc(SCC(=O)Nc2nccs2)n1C (stereo not given)	36%[activator]	8%	-7%	-19%	-35	1%	5%
CC1CCC(C(C)C)C2=C1C(C#N)(C#N)C(C#N)(C#N)C(c1ccccc1)N2 (stereo not given)	-2%	5µM*	1%	-32%	?	-23%	-19%
CCn1c(CCNC(=O)c2ccc(OC)c(OC)c2)nc2ccccc21	-5%	0%	?	-23%	72	-4%	0%
Cc1ccc(C2=NN(S(C)(=O)=O)C(c3cccs3)C2)cc1 (stereo not given)	0%	-21%	-13%	-26%	52	-24%	-9%
CC(C)C[C@@H](CN(C)N=O)N(C[C@H](Cc1ccccc1)N(CCc1ccccc1)N=O)N=O	-16%	40µM*	-5%	23%	-20	1%	1%
COc1nnc(-c2ccc(N3CCOCC3)c(NC(C)=O)c2)c2ccccc12	-12%	9%	11%	2%	16	-2%	3%

Part of the list above with just TbPYK inhibitor:
molecule,TbPYK inhibitor
CCOC(=O)C1CCN(C(=O)c2ccc(OC3CCN(C(=O)COC)CC3)cc2)CC1,1%
CC(=O)c1cccc(NC(=O)Nc2ccc(C)cc2)c1,-7%
Nc1ccccc1-c1ccc(Cl)cc1,-6%
CC(C)C(NC(=O)c1ccccc1)c1nnc(SCC(=O)Nc2nccs2)n1C (stereo not given),5%
CC1CCC(C(C)C)C2=C1C(C#N)(C#N)C(C#N)(C#N)C(c1ccccc1)N2 (stereo not given),-19%

Some of these compounds in order of SMILES length, rising.
SMILES	AMA1-RON2 inh	Sm TGR inh	AmpC detergent	AmpC no deterg	HCMV antiviral	LmPK inh	TbPYK inhibitor
O=C(/C=C/c1ccccc1)N/C(=C\c1ccco1)C(=O)NCCO	42%[activator]	-28%	2%	-25%	29	-9%	-9%
COc1nnc(-c2ccc(N3CCOCC3)c(NC(C)=O)c2)c2ccccc12	-12%	9%	11%	2%	16	-2%	3%
CC1CCC(C(C)C)C2=C1C(C#N)(C#N)C(C#N)(C#N)C(c1ccccc1)N2 (stereo not given)	-2%	5µM*	1%	-32%	?	-23%	-19%

Next part:
SMILES	AMA1-RON2 inh	Sm TGR inh	AmpC detergent	AmpC no deterg	HCMV antiviral	LmPK inh	TbPYK inhibitor
CC(OC(=O)c1ccc(Cl)cc1)C(=O)NCC1CCCCC1 (stereo not given)	-1%	1%	-25%	-5%	25	.	2%
O=S(=O)(c1ccccc1)c1nnn2c1nc(NCc1ccccc1)c1sccc12	.	0%	10%	.	6	.	-4%
O=C(CSc1nnc(Nc2ccccc2F)s1)NC1CCS(=O)(=O)C1 (stereo not given)	18%	.	.	-11%	21	.	2%
CSc1ccccc1NC(=O)C(C)N(C)CC(=O)N1CCN(Cc2ccccc2)CC1 (stereo not given)	15%	.	.	.	-18	.	42%[activator]
CC1CCN(S(=O)(=O)c2cccc(C(=O)Nc3nccs3)c2)CC1	44%[activator]	1%	-1%	-23%	?	0%	-1%
COc1ccc(C2=Cc3ccccc3C(CC(=O)C3CC3)N2c2ccc(C#CCCO)cc2)cc1 (stereo not given)	8%	.	.	.	-22	.	-4%
CC(=O)Nc1ccc(NC(=O)CSc2ncc(C(=O)Nc3ccccc3)c(=O)n2C)cc1	-12%	1%	-5%	14%	-3	.	-4%
Cc1ccc(OC(=O)c2cccc(S(=O)(=O)N(C)C)c2)c(-n2nc3ccccc3n2)c1	9%	1%	?	-6%	-37	-14%	-13%
COc1ccccc1C/C(N)=N/OC(=O)c1ccco1	0%	29%	2%	-5%	25	-1%	-3%
CC(C)C(=O)NNC(=O)c1cc2sccc2s1	38%[activator]	-3%	-10%	-21%	-20	6%	-5%
COc1ccc(OCC(=O)N2c3ccc(C)cc3C3CN(C)CCC32)cc1 (stereo not given)	6%	-2%	-4%	-12%	4	3%	3%
COCCN1C(=O)/C(=C/c2ccc(OCc3ccc(C(=O)O)cc3)c(OC)c2)SC1=Nc1ccccc1	-7%	7%	-1%	111%[activator]	?	3%	-8%

Four consecutive records out of the list so far, quoted:
SMILES	AMA1-RON2 inh	Sm TGR inh	AmpC detergent	AmpC no deterg	HCMV antiviral	LmPK inh	TbPYK inhibitor
CC1CCN(S(=O)(=O)c2cccc(C(=O)Nc3nccs3)c2)CC1	44%[activator]	1%	-1%	-23%	?	0%	-1%
COc1ccc(C2=Cc3ccccc3C(CC(=O)C3CC3)N2c2ccc(C#CCCO)cc2)cc1 (stereo not given)	8%	.	.	.	-22	.	-4%
CC(=O)Nc1ccc(NC(=O)CSc2ncc(C(=O)Nc3ccccc3)c(=O)n2C)cc1	-12%	1%	-5%	14%	-3	.	-4%
Cc1ccc(OC(=O)c2cccc(S(=O)(=O)N(C)C)c2)c(-n2nc3ccccc3n2)c1	9%	1%	?	-6%	-37	-14%	-13%

Next section:
SMILES	AMA1-RON2 inh	Sm TGR inh	AmpC detergent	AmpC no deterg	HCMV antiviral	LmPK inh	TbPYK inhibitor
COCCNC(=O)c1ccc(NC(=O)N2CCCCc3ccccc32)cc1	.	1%	0%	.	-4	.	-1%
CCOC(=O)c1c(C)[nH]c(C(=O)Cn2c(=O)c3c(ncn3CC)n(Cc3ccccc3)c2=O)c1C	-10%	-13%	-11%	114%[activator]	-4	7%	0%
COCc1nc2ccccc2n1CCc1ccccc1	-1%	-19%	-4%	4%	-19	-4%	2%
Nn1c(SCC(=O)Nc2nc3ccccc3s2)nncc1=O	21%	-8%	?	-17%	-32	-1%	-6%
NCC1CC2c3ccccc3C1c1ccccc12 (stereo not given)	0%	17%	-2%	-1%	-25	-3%	1%
COC(=O)Nc1ccc([N+](=O)[O-])cc1OC	-13%	-4%	-10%	-15%	-6	-1%	-26%
COC(=O)Cn1c(=NC(=O)C2CC2)sc2c(C)cc(C)cc21	-6%	.	.	.	-16	.	6%
CNP1(NC)=Nc2nn(-c3ccccc3)c(N)c2C(c2ccccc2)=N1	-6%	0%	-4%	-12%	43	2%	-1%
CC(C)NC(=O)C1CCN(C2CCN(C(=O)c3cc4c(s3)CCCCC4)CC2)CC1	43%[activator]	.	-9%	71%[activator]	?	3%	6%
Cc1ccc2nc(SCC(=O)NC3CCCC3)[nH]c2c1	-8%	2%	-3%	-16%	-40	0%	-6%
O=c1c2sccc2[nH]c(=S)n1Cc1ccccc1	78%[activator]	-1%	-6%	-29%	-17	-30%	?
CC1CCN(C2=NN3C(=N)/C(=C\c4ccc(OC(=O)c5ccco5)cc4)C(=O)N=C3S2)CC1	106%[activator]	-9%	-16%	-38%	-37	1%	-8%
COc1ccccc1/C=C(\C)C(=O)c1c(C)cc(C)[nH]c1=O	15%	-27%	2%	-11%	-36	-4%	14%
CCOC(=O)N1CCC(N(C(=O)Nc2ccc(Cl)c(Cl)c2)C(C)CC)CC1 (stereo not given)	5%	-21%	-10%	-20%	?	2%	1%
C=CCC(Nc1ccco1)c1ccccc1 (stereo not given)	-7%	-36%	0%	-19%	27	-9%	5%
CCCN(CCC)C(=O)c1c[nH]c2ccc(S(=O)(=O)N(C)c3ccc(OCC)cc3)cc2c1=O	.	1%	8%	.	?	.	-9%[15.4 µM]

Compound activity deposited in PubChem by National Center for Advancing Translational Sciences (NCATS).
